Mdm2-MdmX inh – inhibitors of human Mdm2-MdmX association, primary screen, cell-based, luminescence, split luciferase, SaOS-2, uHTS | Protein Mdm4 (Homo sapiens) + E3 ubiquitin-protein ligase Mdm2 (Homo sapiens), … | SaOS-2 split-luciferase Mdm2/MdmX complementation | inhibition, % at 8 µM | actives 3% (n = 330,000) | AID 485346, 2010;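 active = inhibition of at least 50% at 8 µM in the primary screen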
Target sequence (O15151 whole entry, looked up): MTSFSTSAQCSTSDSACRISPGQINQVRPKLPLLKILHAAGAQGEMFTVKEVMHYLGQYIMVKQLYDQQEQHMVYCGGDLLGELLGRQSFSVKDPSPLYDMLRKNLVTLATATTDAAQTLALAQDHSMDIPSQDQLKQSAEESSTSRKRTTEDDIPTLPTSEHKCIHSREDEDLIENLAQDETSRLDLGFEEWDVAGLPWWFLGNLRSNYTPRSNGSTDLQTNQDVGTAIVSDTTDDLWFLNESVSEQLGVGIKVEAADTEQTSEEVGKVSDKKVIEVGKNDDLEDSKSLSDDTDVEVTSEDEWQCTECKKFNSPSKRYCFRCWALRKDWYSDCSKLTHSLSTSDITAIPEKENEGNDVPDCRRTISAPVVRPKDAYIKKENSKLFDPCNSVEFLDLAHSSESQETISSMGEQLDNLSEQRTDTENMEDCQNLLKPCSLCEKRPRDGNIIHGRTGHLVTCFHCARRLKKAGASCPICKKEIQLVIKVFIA
Target sequence (Q00987 whole entry, looked up): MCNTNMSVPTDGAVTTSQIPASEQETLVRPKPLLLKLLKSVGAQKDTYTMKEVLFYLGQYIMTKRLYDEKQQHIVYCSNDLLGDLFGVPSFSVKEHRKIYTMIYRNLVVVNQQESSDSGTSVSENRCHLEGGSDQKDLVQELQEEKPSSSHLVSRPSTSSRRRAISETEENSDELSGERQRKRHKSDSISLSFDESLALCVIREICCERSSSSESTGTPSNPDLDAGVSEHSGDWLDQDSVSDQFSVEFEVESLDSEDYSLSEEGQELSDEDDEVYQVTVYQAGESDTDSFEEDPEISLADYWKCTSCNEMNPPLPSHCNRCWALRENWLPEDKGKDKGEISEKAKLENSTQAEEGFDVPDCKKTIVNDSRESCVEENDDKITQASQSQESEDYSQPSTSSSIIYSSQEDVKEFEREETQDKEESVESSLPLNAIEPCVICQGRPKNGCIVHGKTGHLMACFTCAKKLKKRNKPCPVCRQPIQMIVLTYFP
TIM10 inh – growth inhibitors of isogenic TIM10 control yeast, primary screen, counter-screen for tim10-1 yeast inhibitor project, luminescence, uHTS; S. cerevisiae TIM10 strain growth, BacTiter-Glo luminescence, 24 h; inhibition, % at 10 µM; actives 1.4% (n = 330,000);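 active = inhibition of 40% or more at the single tested concentration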;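 also: wild-type TIM10 isogenic control strain grown at permissive 25 °C; 0% = DMSO yeast wells and 100% = minimal medium wells without yeast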
tim10-1 inh – growth inhibitors of tim10-1 mutant yeast, primary screen, luminescence, uHTS; S. cerevisiae tim10-1 ts strain growth, BacTiter-Glo, 24 h; inhibition, % at 20 µM; actives 2.2% (n = 330,000);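 active = inhibition of at least 40%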;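 also: mutant grown at 25 °C; 0% = DMSO wells with yeast and 100% = wells holding no yeast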
tim23-1 inh – growth inhibitors of tim23-1 mutant yeast, primary screen, luminescence, uHTS; S. cerevisiae tim23-1 growth, BacTiter-Glo luminescence, 24 h; inhibition, % at 20 µM; actives 1.3% (n = 330,000);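 active = growth inhibition of the mutant yeast at or above 50%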;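 also: temperature-sensitive mutant grown at 25 °C; plate controls were DMSO-treated mutant yeast for no effect and medium wells lacking yeast for full effect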
UPR XBP1 act – activators of adaptive XBP1 UPR arm, primary screen, cell-based, CHO-XBP1 luciferase reporter, luminescence, uHTS | IRE1-XBP1 UPR activation; percent of tunicamycin response, DMSO as zero | activation, % at 20 µM | actives 0.33% (n = 330,000) | AID 463104, 2010;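 active = versus positive control, 20 µM dose yields 30% or more activation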;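 also: 100% = tunicamycin at 10 µg/mL and 0% = DMSO only wells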
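incubation = overnight seeding at 37 °C, 6 h compound treatment at 37 °C | assay system = CHO-XBP1 cells stably carrying IRE1-XBP1-driven luciferase reporter | input = 1000 cells per well | detection = luciferase luminescence | dosing = single point, 20 µM final compound, 1% DMSO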
697 NFkB inh – inhibitors of PMA/ionomycin-induced NF-kB reporter, 697 cells, primary screen, B-cell NF-kB inhibitor project, cell-based, luminescence, uHTS. 697 B-cell NF-kB luciferase reporter, 16 h. inhibition, % at 4 µM. actives 0.33% (n = 330,000); in the data active = inhibition above about 35%
CHOP UPR activ – activators of apoptotic CHOP UPR arm, primary screen, cell-based, CHO-CHOP luciferase reporter, luminescence, uHTS; UPR activation; percent of tunicamycin response over DMSO baseline; activation, % at 10 µM; actives 0.34% (n = 330,000);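 active = at 10 µM dose, activation of 40% or more, normalized to positive control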;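 also: 100% = tunicamycin at 10 µg/mL and 0% = DMSO alone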
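Material: CHO-CHOP cells, stable luciferase reporter of PERK-eIF2a-CHOP signalling; quantity: 500 reporter cells seeded per well; buffer or medium: F12 medium containing 10% fetal bovine serum; compound: one dose, 10 µM in 0.5% DMSO; incubation: 6 h compound treatment, 37 °C; measured by: Steady-Glo luciferase luminescence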
Jurkat NFkB inh – inhibitors of induced NF-kB luciferase reporter, primary screen, TCR NF-kB activation inhibitor project, cell-based, luminescence, uHTS; Jurkat, PMA/ionomycin-induced NF-kB luciferase reporter; inhibition, % at 4 µM; actives 0.53% (n = 330,000); AID 435003, 2010; in the data active = inhibition above about 50%
The depositor's hits bear a star; / = not tested or not shown. Random draw from the library; about 6.6% have a hit in one of these screens.

SMILES	Mdm2-MdmX inh	TIM10 inh	tim10-1 inh	tim23-1 inh	UPR XBP1 act	697 NFkB inh	CHOP UPR activ	Jurkat NFkB inh
CCCOc1ccc(OC(=O)Cc2ccc(OC)c(S(=O)(=O)N3CCOCC3)c2)cc1	5	5	21	11	-2	-3	-0.6	-13
CCCCn1c(CNC(=O)C23CC4CC(CC(C4)C2)C3)nnc1SC(C)CC (centres undefined)	8	29	37	29	0	-35	-1.3	-13
Cc1ccn(CC(=O)N2CCCC(N3CCN(Cc4ccc5c(c4)OCO5)CC3)C2)n1 (centres undefined)	23	3	-23	-3	-3	-4	1.1	-28
CSc1ccccc1C(=O)NCCCOC(C)C	-1	2	6	14	4	-23	-2.4	-15
CC1(c2ccc(OC(F)F)cc2)NC(=O)N(/N=C/c2c(O)ccc3ccccc23)C1=O (centres undefined)	30	22	42*	47	-2	0	-2.1	-15
COc1ccc(OC)c(CNS(=O)(=O)c2cc(-c3cc(C)no3)ccc2OC)c1	-2	1	-5	17	2	9	-0.8	18
O=C(N1CCN(Cc2ccccc2)CC1)C(Cl)(Cl)Cl	-29	3	2	11	3	-1	-1.1	9
COc1ccc2cc(C(=O)NCC3CCCO3)[nH]c2c1 (centres undefined)	-17	11	-6	14	-7	-22	8.3	-6
COc1ccc(-c2csc(NC(=O)c3ccc(S(=O)(=O)N4CCc5ccccc5C4)cc3)n2)c(OC)c1	-1	15	16	12	-2	-28	-1.3	0
CCOC(=O)c1ccc(NC(=O)CNC(=O)c2ccccc2)cc1	-20	-13	0	3	-3	7	1.4	-2
CC(C(=O)N1CCCc2ccccc21)N1C(=O)c2ccccc2C1=O (centres undefined)	-7	3	14	16	24	8	-2.9	-4
Cc1cc(C(=O)OCC(=O)N2CCC(C)CC2)c2ccccc2n1	22	9	-32	34	-4	-7	1.3	3
Fc1ccc(Oc2cnc3ccccc3n2)cc1	23	-11	10	4	0	-6	0.2	-24
O=C(COC(=O)c1ccc(Cl)nc1)Nc1ccc(N2CCCCC2)cc1	-4	-5	3	-3	3	-4	0.8	-14
CC1CCCC(NC(=O)COC(=O)/C=C/c2ccc(S(=O)(=O)N3CCOCC3)cc2)C1C (centres undefined)	15	7	14	0	-2	0	-2.4	-6
Cc1ccc(N=C2CCCN2Cc2ccccc2)c(C#N)c1	5	8	12	14	0	-14	3.4	-9
CC(CC(=O)NCCc1ccc(Cl)cc1)S(=O)(=O)c1ccc2c(c1)NC(=O)CO2 (centres undefined)	23	-2	2	4	1	8	0.6	5
NC(=O)c1ccc(-n2nnnc2SCC(=O)Nc2ccccc2)cc1	-29	2	23	7	-4	-20	-0.7	-20
CCC(=O)Nc1cccc(C2=NOC3(C2)C[C@@H](C(N)=O)N(C(=O)c2cc([N+](=O)[O-])cc([N+](=O)[O-])c2C)C3)c1 (some centres undefined)	5	10	9	14	-2	-6	-1.2	-1
O=Cc1c[nH]c2ccc(C(=O)c3ccccc3)cc12	9	0	-11	7	1	6	2.1	-24
Nc1cc(N)nc(SCC(=O)N2CCCCC2)n1	7	10	2	17	1	-30	-0.6	-5
COc1cc(SC)ccc1C(=O)OC1CCOC1=O (centres undefined)	3	-23	12	13	0	15	4.3	-8
CCCC1=Nc2cc(C(=O)NCCN3CCOCC3)ccc2Sc2ccc(C)cc21	-6	11	-11	7	-2	8	0.6	14
O=C(O)CSc1nnc(C2CC2)n1-c1ccccc1	3	-4	0	0	2	2	-0.4	-1
COc1cc(CNC(C)(C)CO)ccc1OCC(=O)Nc1ccc(Br)cc1	11	3	0	-7	-2	4	0.0	-1
CCn1c(C)nc2cc(C(=O)N3N=C(CCOC)CC3(O)C(F)(F)F)ccc21 (centres undefined)	13	-2	-4	4	-2	14	2.0	11
CCOC(=O)c1ccccc1NCN1C(=O)CSC1=O	10	-3	-3	6	2	12	0.4	5
COCCCNC(=O)C[C@H]1C[C@H](C(=O)N(C(C)C)C(C)C)[C@@]2(C)c3[nH]c4cc(CCC(=O)N(C)C)ccc4c3CCN2C1=O	19	-1	17	29	1	7	1.5	/
Cn1c(C(O)c2ccccc2)nc(Cl)c1Cl (centres undefined)	12	18	18	14	-1	3	1.4	2
O=C(COc1ccccc1[N+](=O)[O-])N(Cc1ccccc1)c1ccccn1	6	9	20	-1	0	3	0.5	1
Cc1ccccc1OCc1nnc(SC(C)C(=O)O)n1Cc1ccccc1 (centres undefined)	6	5	14	13	-4	8	-0.8	10
NNC(=O)COc1ccc(-c2nccc(-c3ccc(F)cc3)n2)cc1	-5	13	49*	55*	-4	60*	-3.0	8
Cc1nnc(SCC(=O)c2ccc(Cl)cc2)s1	-24	5	29	12	4	-46	2.2	-30
COc1ccc(Br)cc1CNC(=O)C1CCN(S(=O)(=O)N2CCCC2)CC1	5	3	-3	-5	-4	7	-3.0	1
OCCN1CCN(c2cc(-c3ccccc3)c3ccccc3n2)CC1	1	-212	-20	-46	0	-2	1.3	3
CN(C)C(CNC(=O)c1ccc2c(c1)S(=O)(=O)c1ccccc1C2=O)c1ccco1 (centres undefined)	31	8	5	21	2	7	-2.0	-20
CCCn1c(=N)n(CC(=O)c2cccs2)c2ccccc21	0	-4	-7	-1	-4	-16	1.7	4
CN(C)c1nc(Nc2ccccc2)nc(N(C)C)n1	-6	19	-6	-12	-2	-28	2.3	-5
COc1ccc(-c2cc(C(F)F)n3ncc(C(=O)NCCCN4CCCC4=O)c3n2)cc1	24	0	18	18	3	5	0.2	-2
CCCCNC(=S)Nc1ccc(Cl)cc1	10	-7	12	28	-1	-10	4.8	8
Cc1ccc(S(=O)(=O)N2CCOCC2)cc1C(=O)c1nccn1C	11	-4	-12	6	-6	13	-2.0	1
C=CCOc1cccc(CNCc2cccnc2)c1	-20	9	11	9	-6	-34	0.4	-26
CCOC(=O)NCCc1ccc(OC)cc1	20	8	1	0	5	4	-2.0	-3
CC(=O)Nc1ccc(NC(=O)CCN2C(=O)c3ccccc3C2=O)cc1	-7	-2	34	6	-4	-42	1.5	-41
Cc1ccc(OCC(=O)NNC(=O)C2CCN(c3ncccn3)CC2)cc1	-5	7	15	1	-2	11	-1.8	1
O=C(O)CCCC(=O)Nc1nncs1	11	10	7	-1	0	16	-2.0	3
COc1ccccc1Nc1nc2c(s1)CCC2	20	17	34	37	-1	6	1.5	1
NC(=O)c1c(NC(=O)c2ccccc2)sc2c1CCN(Cc1ccccc1)C2	2	20	10	28	2	5	2.8	-26

Three of the entries above in order of the Mdm2-MdmX inh value, lowest first.
| SMILES | Mdm2-MdmX inh |
| --- | --- |
| NC(=O)c1ccc(-n2nnnc2SCC(=O)Nc2ccccc2)cc1 | -29 |
| O=C(COC(=O)c1ccc(Cl)nc1)Nc1ccc(N2CCCCC2)cc1 | -4 |
| O=C(O)CSc1nnc(C2CC2)n1-c1ccccc1 | 3 |

The list continues.
SMILES	Mdm2-MdmX inh	TIM10 inh	tim10-1 inh	tim23-1 inh	UPR XBP1 act	697 NFkB inh	CHOP UPR activ	Jurkat NFkB inh
O=C(NCC1CCCO1)c1ccc2c(c1)N(Cc1ccccc1)CCS2 (centres undefined)	4	12	41*	40	-3	1	-1.0	1
CCOc1ccc2nc(SCc3ccc(OC)cc3)sc2c1	-7	16	5	13	-2	-9	0.5	-11
COC(=O)C(=C/C(C)=C/c1cccnc1)C(=O)OC	12	50*	50*	42	0	29	23	9
Cc1ccc(Cl)cc1NC(=O)c1ocnc1C	-22	-1	-4	17	2	21	-1.8	2
CC(=O)NN1C(=O)/C(=C2/Sc3ccccc3N2C)SC1=S	-11	15	-7	-6	7	-8	3.9	1
NNC(=O)c1cccc(COc2ccc(Br)cc2)c1	-37	26	39	46	-3	3	-0.8	-47
COc1ccc(NC(=O)C2CCN(C(=O)c3ccc(OC)cc3)CC2)cc1	9	-4	3	6	-3	0	-1.1	-2
CC(C)CC(NC(=O)OC(C)(C)C)C(=O)NC(C(=O)NC(C)C(N)=O)C(C)C (centres undefined)	2	-7	3	6	1	14	4.9	10
Cc1ccc(S(=O)(=O)NCC(c2cccnc2)N2CCN(Cc3ccccc3)CC2)cc1 (centres undefined)	14	-32	-21	-34	-3	18	-1.4	8
CCN(CC(=O)Nc1cccc(OC)c1)C(=O)c1ccc(C)s1	5	13	18	3	4	8	-2.2	7
Cc1ccc(/C=N/NC(=O)C(C)Oc2ccccc2[N+](=O)[O-])s1 (centres undefined)	11	6	25	22	-1	4	2.9	-29
O=C(CSc1nc(-c2ccc(F)cc2)cs1)NCC1CCCO1 (centres undefined)	16	-5	5	19	1	11	0.7	10
O=C(Cc1ccsc1-c1ccccc1)NO	29	5	5	-8	3	28	0.2	-15
Cc1ccc(S(=O)(=O)NCCC(=O)NCc2ccccn2)cc1	4	3	-2	-5	2	1	0.0	7

In the list so far, 13 have four or more nitrogen atoms:
SMILES	Mdm2-MdmX inh	TIM10 inh	tim10-1 inh	tim23-1 inh	UPR XBP1 act	697 NFkB inh	CHOP UPR activ	Jurkat NFkB inh
CCCCn1c(CNC(=O)C23CC4CC(CC(C4)C2)C3)nnc1SC(C)CC (centres undefined)	8	29	37	29	0	-35	-1.3	-13
Cc1ccn(CC(=O)N2CCCC(N3CCN(Cc4ccc5c(c4)OCO5)CC3)C2)n1 (centres undefined)	23	3	-23	-3	-3	-4	1.1	-28
NC(=O)c1ccc(-n2nnnc2SCC(=O)Nc2ccccc2)cc1	-29	2	23	7	-4	-20	-0.7	-20
CCC(=O)Nc1cccc(C2=NOC3(C2)C[C@@H](C(N)=O)N(C(=O)c2cc([N+](=O)[O-])cc([N+](=O)[O-])c2C)C3)c1 (some centres undefined)	5	10	9	14	-2	-6	-1.2	-1
Nc1cc(N)nc(SCC(=O)N2CCCCC2)n1	7	10	2	17	1	-30	-0.6	-5
CCn1c(C)nc2cc(C(=O)N3N=C(CCOC)CC3(O)C(F)(F)F)ccc21 (centres undefined)	13	-2	-4	4	-2	14	2.0	11
COCCCNC(=O)C[C@H]1C[C@H](C(=O)N(C(C)C)C(C)C)[C@@]2(C)c3[nH]c4cc(CCC(=O)N(C)C)ccc4c3CCN2C1=O	19	-1	17	29	1	7	1.5	/
NNC(=O)COc1ccc(-c2nccc(-c3ccc(F)cc3)n2)cc1	-5	13	49*	55*	-4	60*	-3.0	8
CN(C)c1nc(Nc2ccccc2)nc(N(C)C)n1	-6	19	-6	-12	-2	-28	2.3	-5
COc1ccc(-c2cc(C(F)F)n3ncc(C(=O)NCCCN4CCCC4=O)c3n2)cc1	24	0	18	18	3	5	0.2	-2
Cc1ccc(OCC(=O)NNC(=O)C2CCN(c3ncccn3)CC2)cc1	-5	7	15	1	-2	11	-1.8	1
CC(C)CC(NC(=O)OC(C)(C)C)C(=O)NC(C(=O)NC(C)C(N)=O)C(C)C (centres undefined)	2	-7	3	6	1	14	4.9	10
Cc1ccc(S(=O)(=O)NCC(c2cccnc2)N2CCN(Cc3ccccc3)CC2)cc1 (centres undefined)	14	-32	-21	-34	-3	18	-1.4	8

Compound activity as filed in PubChem.
